Source: PubChem (several laboratories)
PolyA inh: inhibitors of polyadenylation in S. cerevisiae | calls only at 12 µM | AID 1875 | S. cerevisiae SKY197-pL101 polyadenylation reporter, beta-gal luminescence; efflux-impaired pdr1/pdr3 knockout yeast; score 100 = 6 SD above DMSO | 300,000 tested, 0.02% active;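 active means lowest replicate activity score at least 50, where 100 means six control SD above control mean; inconclusive means lowest score under 50 but half or more replicates reach 50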;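 further: yeast exposed to compound for 9 h at 30 °C; higher score means more reporter readthrough which indicates perturbed polyadenylation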
HSF1 inh: HSF1 inhibition. 300,000 tested, 0.77% active. activity change, negative = inhibition, % at 7.5 µM (by protocol). NIH3T3-HGL HSE-luciferase, MG132-induced, luminescence 8 h; active compounds read low;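 active means more than half of replicate wells show activity change below -50%, luminescence cut by over half; inconclusive means some wells, but at most half, below -50%; inactive means no replicate well below -50%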;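 further: luciferase reports HSF-1 transcriptional activity via heat shock element; 0% = median of DMSO wells and -100% = zero luminescence signal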
HDAC3 inhib: inhibitors of human histone deacetylase 3; 320,000 tested, 0.15% active; O15379; inhibition, % at 8.3 µM; recombinant HDAC3, fluorogenic peptide/trypsin coupled, fluorescence; in the data active means inhibition above about 26%, passing the limit was not always enough; inconclusive means no clear call, values can overlap the other calls
GSK3 alpha inh: blocks human GSK-3 alpha kinase | AID 2650 | P49840 | ADP-Glo luminescence, 60 min | 320,000 tested, 0.1% active | inhibition, % at 10 µM;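 in the data active means inhibition above about 50%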;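 further: GST-tagged GSK-3 alpha with peptide substrate and 25 µM ATP; 0% = DMSO neutral wells and 100% = GW8510 positive control wells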
Target sequence (P49840 whole entry, looked up): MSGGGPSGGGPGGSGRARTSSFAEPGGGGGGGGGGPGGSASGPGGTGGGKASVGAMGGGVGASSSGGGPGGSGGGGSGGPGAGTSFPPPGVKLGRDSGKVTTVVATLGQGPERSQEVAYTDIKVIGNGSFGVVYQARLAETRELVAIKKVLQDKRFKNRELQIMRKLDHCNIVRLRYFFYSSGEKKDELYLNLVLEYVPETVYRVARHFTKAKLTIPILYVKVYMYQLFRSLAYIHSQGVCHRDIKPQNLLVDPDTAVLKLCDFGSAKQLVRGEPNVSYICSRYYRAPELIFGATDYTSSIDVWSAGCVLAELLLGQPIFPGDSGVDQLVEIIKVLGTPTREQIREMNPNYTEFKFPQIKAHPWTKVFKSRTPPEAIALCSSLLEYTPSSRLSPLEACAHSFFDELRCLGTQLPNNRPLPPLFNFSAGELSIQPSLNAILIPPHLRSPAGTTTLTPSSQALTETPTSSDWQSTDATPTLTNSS
GSK3B inh: human GSK3beta kinase inhibition; GST-GSK3beta kinase, ADP-Glo luminescence, 60 min; active compounds read low; 300,000 tested, 0.038% active; activity score (negative = inhibition), % at 10 µM; AID 2097; P49841;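 active means more than half of replicate wells score below -50%, meaning over 50% inhibition versus plate controls; inconclusive means some replicates but at most half score below -50%; inactive means no replicate scores below -50%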;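 further: 0% = median DMSO wells and -100% = median GW8510 positive control wells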
Target sequence (P49841 whole entry, looked up): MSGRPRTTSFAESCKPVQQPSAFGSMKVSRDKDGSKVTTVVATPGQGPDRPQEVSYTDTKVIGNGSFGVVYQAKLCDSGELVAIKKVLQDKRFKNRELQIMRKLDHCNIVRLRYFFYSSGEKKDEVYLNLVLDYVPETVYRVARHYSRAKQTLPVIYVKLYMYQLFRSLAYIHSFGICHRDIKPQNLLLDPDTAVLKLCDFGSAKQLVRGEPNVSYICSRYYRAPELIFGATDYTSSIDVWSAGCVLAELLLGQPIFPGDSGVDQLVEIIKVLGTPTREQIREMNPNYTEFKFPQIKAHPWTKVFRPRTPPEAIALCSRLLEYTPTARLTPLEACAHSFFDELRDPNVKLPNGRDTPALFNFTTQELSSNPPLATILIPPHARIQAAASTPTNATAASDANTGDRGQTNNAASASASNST
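Assay system: GST-fused GSK3beta enzyme, cell-free / Medium: Tris pH 7.5 buffer with MgCl2, DTT, BSA, heparin / Also added: peptide substrate plus 25 µM ATP (final) / Compound: 10 µM single point / Timing: kinase reaction with compound 60 min at room temperature / Detection: ADP-Glo luminescence / Benchmarks: DMSO neutral wells and GW8510 at 20 µM as positive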
AI-2 QS mod: modulators of Vibrio harveyi AI-2 quorum sensing system | Vibrio harveyi JMH597 AI-2 luminescence/OD600 ratio, 9 h; active compounds read low; strain lacks LuxN and CqsS sensors; 0 = neutral-control median | activity change, % at 7.5 µM | 300,000 tested, 0.4% active; in the data active means activity change below about -75%, passing the limit was not always enough; inconclusive means no clear call, values can overlap the other calls;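 further: luminescence divided by OD600 gain over 9 h not by final OD600 alone; inactives centre near 13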
HSP90 refold inh: blocks HSP90-mediated luciferase refolding in reticulocyte lysate | Rabbit reticulocyte lysate, luciferase refolding luminescence, 3 h | inhibition, % at 5.6 µM | 290,000 tested, 0.91% active;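 active means inhibition above the screen-wide mean plus 3 SD, computed separately per campaign, cut at about 16% in these data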;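 further: 0% = DMSO wells and 100% = 60 µM geldanamycin wells; inhibitors lower the luminescence because luciferase stays unfolded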
HSF-1 act: increases HSF-1 driven luciferase reporter signal; NIH3T3-HGL HSF-1 luciferase reporter, MG132, 8 h; 100% = twice DMSO control signal; activation, % at 9 µM; 300,000 tested, 1.7% active; AID 504408;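 active means mean replicate activation of at least 50% with a set share of replicates each reaching 50%; inconclusive means only one of those two conditions met; inactive means mean below 50% and too few replicates reaching it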;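 further: 0% = median of the neutral control wells and 100% = twice that signal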
DYRK1A inh: inhibitors of rat Dyrk1A kinase; 310,000 tested, 0.43% active; AID 504441; ADP-Glo luminescence, NFATc1 peptide; Q63470; inhibition, % at 12.5 µM; in the data active means inhibition above about 50%;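 further: plate controls were vehicle with enzyme for no effect and no enzyme for full effect; many of its hits are not listed in these tables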
Platelet DG rel: modulates dense granule release in human platelets; human platelet-rich plasma, SFLLRN dense granule ATP release, luminescence; 300,000 tested, 0.22% active; inhibition, %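 (compounds screened at 7.5 µM in platelet-rich plasma)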;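 active means mean replicate score, as percent of positive control, at or above 50; inconclusive means mean below 50 but at least one replicate at or above 50; inactive means mean and every replicate below 50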
An asterisk follows results filed as active; i = inactive; ? = inconclusive; nt = not tested or not shown. The list is partial; the hit share may differ from the screen's.

SMILES	PolyA inh	HSF1 inh	HDAC3 inhib	GSK3 alpha inh	GSK3B inh	AI-2 QS mod	HSP90 refold inh	HSF-1 act	DYRK1A inh	Platelet DG rel
CSCCC1C(C#N)=C(N)Oc2n[nH]c(-c3cccs3)c21 (centres undefined)	i	8	2	11	3	30	4	5	6	0
CCOC(=O)CC(=O)NC(C)(C)CCCCC(C)(C)NC(=O)CC(=O)OCC	i	-5	-6	0	-3	33	0	-5	-1	0
COc1ccc(C(C(=O)NC2CCCC2)N2CCc3ccccc32)cc1 (centres undefined)	i	9	-2	-2	-1	-3	0	33	-4	-2
COc1ccc(CCNC(=O)/C=C/c2ccc(C)cc2)cc1OC	i	2	15	-2	0	3	1	-7	-5	0
O/N=C/c1cc(Br)ccc1OCc1cccc(F)c1	i	24	12	14	-2	3	-2	29	16	11
Cc1cc(N2CCN(c3ccccc3)CC2)nc(-n2nc(C)cc2C)n1	i	2	-2	0	3	11	3	9	1	-8
Cc1oc(-c2ccccc2Cl)nc1CS(=O)CC(=O)NCCCN1CC(C)CC(C)C1 (centres undefined)	i	-1	?	-1	-4	9	-1	7	nt	0
NC(=O)CC(NC(=O)Cc1ccc(Br)cc1)c1ccc(NCCc2ccc(Cl)cc2)c([N+](=O)[O-])c1 (centres undefined)	i	16	nt	nt	2	23	nt	31	3	-4
COc1ccccc1NS(=O)(=O)c1ccc2oc(SCc3ccc(C#N)cc3)nc2c1	i	19	3	0	-5	20	-4	17	-7	8
Cc1ccc2c(c1)/C(=C/c1ccc(F)cc1)C(=O)N2	i	32	11	-1	-1	27	-3	?	1	-2
COC(=O)CSc1nc(-c2ccccc2)nc2ccccc12	i	4	-6	nt	1	-1	1	18	2	-11
O=C1OCC2=C1C(c1ccc3c(c1)OCO3)Sc1ccccc1N2 (centres undefined)	i	2	10	-7	-1	22	10	15	1	4
CCCCN1CCNC1=S	i	-3	7	-3	-5	13	1	-3	-6	-2
Cc1cc(OCC(=O)NCc2ccccn2)c2c(C)cc(=O)oc2c1	i	-3	-36	0	1	29	-4	-4	7	-2
O=[N+]([O-])c1cc(C(F)(F)F)cc([N+](=O)[O-])c1NN=C1CCCCC1	i	12	0	-2	-19	8	1	22	-7	1
CCNC(=O)CN(C1CCCCC1)S(C)(=O)=O	i	-5	?	-1	-3	20	-4	-5	-3	-4
CN1CCN(c2ccc(Cl)cc2NC(=O)c2ccc(=O)n(C)n2)CC1	i	-10	-4	-1	-2	28	5	-10	nt	5
COc1cccc(CN2CCN(C(=O)c3ccc(-c4ccccc4)cc3)CC2)c1	i	-12	7	-2	2	6	7	0	-1	10
O=CN/N=C/c1c(O)ccc2ccccc12	i	-3	4	nt	2	-47	6	-3	39	-2
O=C(CCn1cccn1)N1CCCC(N2CCN(c3cccc(C(F)(F)F)c3)CC2)C1 (centres undefined)	i	3	0	-1	-1	10	1	1	-1	1

The listing continues.
SMILES	PolyA inh	HSF1 inh	HDAC3 inhib	GSK3 alpha inh	GSK3B inh	AI-2 QS mod	HSP90 refold inh	HSF-1 act	DYRK1A inh	Platelet DG rel
O=C(Nc1cccc(Cl)c1)Nc1ccc2c(c1)C(=O)OC2	i	-14	-2	0	2	17	2	5	-8	-2
COc1ccc(-n2c(Cc3cccn3C)nnc2SCC(=O)Nc2cccc(OC)c2)cc1	i	3	-9	nt	0	25	1	-1	-3	0
O=C(c1ccc(Br)o1)N1CCN(CCc2ccncc2)CC1	i	-2	1	-4	-8	13	2	5	-2	-3
Cc1cc(C)c(S(=O)(=O)NCC2CCC(C(=O)NCCCN3CCC(C)CC3)CC2)c(C)c1 (centres undefined)	i	-8	-1	3	-4	4	-1	2	-4	-30
Fc1ccccc1NC(=S)N/N=C/c1ccccc1Br	i	-7	9	-2	-2	4	16*	-21	0	0
O=C(c1cccs1)N1CCCc2ccccc21	i	-9	1	10	2	40	2	5	4	-2
CC(C)n1nnnc1SCC(=O)NC1CCCC1	i	-4	-6	-4	-1	31	-2	6	1	-8
CCNc1nc(NC(C)C)nc(OCCOC(=O)c2ccccc2)n1	i	8	-5	-1	-1	24	0	29	5	13
O=C(c1cccc(C(F)(F)F)c1)N1CCCC1	i	-2	2	0	0	3	-1	-11	10	16
On1nnc2cc(C(F)(F)F)ccc21	i	9	1	-1	-2	-9	-1	18	1	-5
Cc1ccc(S(=O)(=O)CCC(=O)Nc2ccc(S(=O)(=O)N(C)C)cc2)cc1	i	0	-9	-2	3	10	1	-5	nt	-5
Cc1ccccc1CS(=O)(=O)c1nnc([C@H](Cc2ccccc2)NC(=O)OC(C)(C)C)o1	i	9	46*	-3	-1	8	3	36	4	11
COC(=O)N=Nc1c(O)n(Cc2ccccc2)c2ccccc12	i	2	nt	-1	-2	-20	6	16	-4	-4
COc1ccc(-c2cc(C(F)(F)F)n3nc(C(=O)N4CCCCC4)cc3n2)cc1	i	-9	-4	-1	-3	13	1	-31	-6	-1
CCC1CCCCN1S(=O)(=O)c1ccc2c(c1)CCN2C(C)=O (centres undefined)	i	-1	-5	-1	2	10	-3	-9	0	0
CCOc1ccc(CNC23CN4CN(CN(C4)C2)C3)cc1	i	2	-2	-2	1	-1	2	3	0	-54
CC(=O)N/N=C/c1ccc(OCCOc2ccc(Br)cc2)cc1	i	-2	-1	-1	2	22	0	7	4	-9
COc1ccc(N=C/C=C2/C=C(c3ccccc3)OC(C)(C)O2)cc1	i	-5	?	-1	-1	22	0	-7	3	2
COC1Cc2ccccc2N(C(N)=O)c2ccccc21 (centres undefined)	i	3	2	-3	2	-8	nt	5	nt	-1
Cc1cc(Cl)ccc1OC(C)C(=O)NCCCn1ccnc1 (centres undefined)	i	3	-4	-3	0	6	-2	30	0	-4

Next compounds follow.
SMILES	PolyA inh	HSF1 inh	HDAC3 inhib	GSK3 alpha inh	GSK3B inh	AI-2 QS mod	HSP90 refold inh	HSF-1 act	DYRK1A inh	Platelet DG rel
CCOc1cc(CNCCCN2CCOCC2)cc(Br)c1OCC(=O)Nc1cccc(C(F)(F)F)c1	i	nt	2	9	-5	9	2	nt	22	-13
COCCn1c(NC(=S)NC(=O)C23CC4CC(CC(C4)C2)C3)cc(=O)[nH]c1=O	i	-7	1	3	3	12	-5	-5	-4	-4
CCN(CC)S(=O)(=O)c1cc([N+](=O)[O-])ccc1NNC(=O)Nc1ccccc1OC	i	20	6	4	3	13	-1	71*	-15	-2
COc1cc(CN2CCCC(C(=O)c3ccccc3SC)C2)cc(OC)c1 (centres undefined)	i	-3	-1	-5	2	-3	0	1	-4	20
Cc1ccc(CNc2ncnc3cc(Cl)ccc23)o1	i	-5	3	-2	0	3	-4	5	0	11
COc1ccc(CC(=O)Nc2cc(C)ccc2O)cc1OC	i	0	1	0	0	-78*	2	-12	nt	-1
CN(C)S(=O)(=O)c1ccc(Cl)c(NC(=O)CSc2nc3c(cc2C#N)C(=O)CC(C)(C)C3)c1	i	8	-2	4	0	3	0	0	-8	-4
CC(C)(O)c1nnn(-c2ccccc2)c1C(F)(F)F	i	2	-3	3	-8	11	-1	3	3	2
CCCn1c(=O)[nH]c(=O)c2c1nc(-c1ccccc1)n2CCN1CCOCC1	nt	nt	4	-3	nt	nt	5	nt	3	nt
O=S(=O)(NCC1CCCO1)c1ccc(S(=O)(=O)N(Cc2ccccn2)C2CC2)cc1 (centres undefined)	i	8	0	5	1	10	-5	-13	-9	26
Cc1ccc(N(CC(=O)NCc2ccccc2Cl)S(=O)(=O)c2c(C)noc2C)cc1	i	7	-2	-2	-1	nt	0	7	-1	7
CNC(=S)N1CCN(c2c(F)cc3c(=O)c(C(=O)O)cn(C4CC4)c3c2OC)CC1C (centres undefined)	i	nt	-4	2	0	16	-5	nt	0	-3
Cc1ccc2cc(CN(CCN3CCCC3)C(=O)Nc3ccc(F)cc3)c(=O)[nH]c2c1C	i	1	-2	2	1	10	-1	18	3	0
COc1cc(OC)cc(C(=O)OCC(=O)Nc2sccc2C(N)=O)c1	i	4	4	5	2	4	4	7	17	-6
N#CCCNC(=O)CCN1CCOCC1	i	-8	-4	-6	-1	14	-4	0	-4	1
COc1c2ccoc2c(OC)c2oc(=O)ccc12	i	5	-1	0	-3	25	nt	-2	14	-2
CS(=O)(=O)N(CC(=O)NCCC1=CCCCC1)c1ccc2c(c1)OCO2	i	0	1	-2	5	25	2	3	11	-2
CC(C)NC(=O)c1ccc(-c2ccc(Cl)c(C(F)(F)F)c2)o1	i	13	-4	-3	-1	7	-5	11	0	-4
CC1=NN(C(=O)COc2ccc(C)c(C)c2)C(O)(c2ccccc2)C1 (centres undefined)	i	-5	-1	-3	2	7	2	4	-4	7
CCCN(CCC)C(=O)c1ccc2c(c1)S(=O)(=O)c1ccccc1C2=O	i	8	-4	-1	2	13	-2	6	2	2
Cc1nccn1CCC(=O)O	i	1	2	-5	-3	2	1	-4	-11	7
CCOc1cccc(OCCOCCN(C)C)c1	i	-5	-2	-2	2	25	-1	-13	-1	0
CC(=O)N1N=C(N)SC1c1cccc([N+](=O)[O-])c1 (centres undefined)	i	nt	nt	nt	-3	7	-1	nt	-1	-1
